Screening results: PubChem, Broad Institute
RAD54 inh – inhibitors of human RAD54 branch migration. RAD54 Holliday junction branch migration, FAM/BHQ fluorescence. AID 602329. 360,000 tested, 0.14% active. Q92698. inhibition, % at 10.4 µM;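 active = mean normalized replicate activity at least 40 and at least half of replicates scoring 40 or more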;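 note: 0% = median of neutral control wells and 100% = median of positive control wells; inhibitors cause a drop in the FAM fluorescence signal; in these data hits start at about 50%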
S100A4 inh HTS – inhibitors of human S100A4 binding to myosin IIA peptide. S100A4/TAMRA-MyoIIA peptide fluorescence polarization. inhibition, % at 10.7 µM. 360,000 tested, 0.14% active. AID 652163;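 active = mean inhibition of at least 70% across replicates, with every replicate also reaching that level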
Target sequence (P26447 whole entry, looked up): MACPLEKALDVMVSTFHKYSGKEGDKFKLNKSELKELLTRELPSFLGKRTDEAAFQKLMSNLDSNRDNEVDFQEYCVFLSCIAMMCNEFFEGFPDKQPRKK
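Material: S100A4 monomer protein | Medium: HEPES pH 7.2 with CaCl2, KCl, NaCl, DTT, Triton | Reagent: Labelled myosin peptide probe, 5 nM | Doses: One dose per compound | Times: 5 min incubation before reading | Benchmarks: Neutral control DMSO, positive control TFP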
esBAF inh – blocks esBAF chromatin remodeling in mouse ES cells; Bmi1-luciferase knock-in reporter, 24 h; 100% = twice the neutral-well signal; reporter increase, % at 12.5 µM; 350,000 tested, 2% active; in the data active = activation above about 40%;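 note: 0% = median of the plate's neutral control wells and 100% = double that signal; a rise in the Bmi1 reporter signal indicates esBAF inhibition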
FN deposition inh – fibronectin deposition inhibition | AH1F fibroblasts, Alexa488-fibronectin deposition fluorescence, overnight | inhibition, % at 12.6 µM | 350,000 tested, 0.086% active;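 active = mean inhibition across replicates of 30% or more, regardless of how many single replicates reach that level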;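 note: positive control wells lacked labelled fibronectin entirely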
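Material: AH1F fibroblast monolayer depositing Alexa488-labelled fibronectin into matrix | Input: 10000 AH1F cells/well | Medium: DMEM plus 2% serum, read in PBS | Reagent: Alexa488-fibronectin, 24 nM final in well | Compound dosing: One dose per compound, pinned | Schedule: 1 h adhesion, overnight exposure | Measured by: Fluorescence at 485 nm excitation, 525 nm emission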
Xi reactivation – reactivates the inactive X chromosome in mouse fibroblasts; XiGFP mouse fibroblasts, % GFP-positive cells imaging, 3 d; cells co-treated with 5-aza-dC sensitizer; scaled so ellipticine positive control = 100%; activation, % at 7.58 µM; 360,000 tested, 0.055% active;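 active = mean normalized replicate activation at least 10% and every replicate at or above 10%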;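 note: 0% = median of on-plate neutral control wells and 100% = ellipticine 6 µM median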
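System: XiGFP fibroblasts, SV40-immortalized. Medium: DMEM plus 5-aza-dC sensitizer. Doses: single point. Timing: 3 d treatment, 15 min room-temperature fixation. Control set: ellipticine 6 µM.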
E-selectin induc – E-selectin induction on HUVECs | 260,000 tested, 0.37% active | P16581 | HUVEC E-selectin immunofluorescence imaging; normalized: neutral wells 0, TNF-alpha wells 100 | activation, % at 7.58 µM;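 active = mean E-selectin-positive cell signal at least 10% of the positive control, reached in at least 60% of replicates, without over 20% cell loss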;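 note: in these data hits start at about 27%; measured in HUVEC primary endothelial cells; signal is the percent of cells scored E-selectin positive by PE staining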
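material = human umbilical vein endothelial cells (HUVEC), E-selectin induction | quantity = 3,000 cells/well | medium = EGM-2 growth medium on 0.1% gelatin-coated wells | technique = immunofluorescence imaging | read-out basis = % PE-positive cells | control set = TNF-alpha positive control, DMSO neutral control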
EWS-Fli inh – EWS/Fli transcriptional activity inhibition; A673 NR0B1-luciferase reporter, viability-normalised; inhibition, % at 12.6 µM; 350,000 tested, 0.67% active; AID 651661;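 active = mean inhibition of at least 50% after viability correction, with every replicate also passing that limit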;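 note: firefly luciferase signal divided by Alamar Blue viability fluorescence both relative to DMSO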
RAD52 anneal inh – inhibitors of human RAD52 DNA annealing; recombinant RAD52 DNA annealing, FRET fluorescence; inhibition, % at 18.7 µM; 360,000 tested, 0.46% active; AID 651710;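 active = every replicate showing at least 50% inhibition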
Target sequence (P43351 whole entry, looked up): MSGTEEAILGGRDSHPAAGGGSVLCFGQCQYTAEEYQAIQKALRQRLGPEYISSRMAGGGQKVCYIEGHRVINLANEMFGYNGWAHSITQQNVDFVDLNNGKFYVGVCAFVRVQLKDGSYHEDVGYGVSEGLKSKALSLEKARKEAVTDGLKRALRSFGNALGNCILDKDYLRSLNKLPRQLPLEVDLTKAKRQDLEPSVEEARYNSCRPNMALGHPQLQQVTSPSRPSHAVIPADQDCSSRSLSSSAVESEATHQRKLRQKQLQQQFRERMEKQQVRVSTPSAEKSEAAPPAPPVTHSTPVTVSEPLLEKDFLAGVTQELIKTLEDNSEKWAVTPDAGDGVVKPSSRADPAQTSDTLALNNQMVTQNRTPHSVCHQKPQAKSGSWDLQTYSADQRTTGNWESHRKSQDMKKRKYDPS
An asterisk follows results filed as active; . = not tested or not shown.

#1 C=CCNC(=O)c1oc2ccc(S(=O)(=O)N3CCCCC3)cc2c1C
#2 O=C(c1cccc(S(=O)(=O)Nc2ccc(F)cc2)c1)N1CCCC1
#3 CCOC(=O)[C@]12CCCC=C1N(CCC1=CCCCC1)C(=O)[C@H](CC(=O)N1CCOCC1)C2
#4 CCOc1ccc(NC(=O)CN(C)C(=O)c2ccc(OCC(=O)N3CCOCC3)c(OC)c2)cc1OCC
#5 CCc1cccc2sc(NC(=O)c3ccc(N4C(=O)CCC4=O)cc3)nc12
Assay by compound	1	2	3	4	5
RAD54 inh	-9	10	.	6	-7
S100A4 inh HTS	-6	1	3	-1	-4
esBAF inh	5	-7	.	-2	-9
FN deposition inh	9	3	-2	-2	-7
Xi reactivation	0.0	0.0	0.0	0.0	0.0
E-selectin induc	.	.	-0.1	-0.3	0.0
EWS-Fli inh	7	4	-2	2	0
RAD52 anneal inh	-11	-2	-10	-8	-5

#6 CC(O)/C=C/c1cccc[n+]1C (configuration not stated)
#7 S=C(Nc1ccc(Oc2ccccc2)cc1)N1CCN(c2ccccn2)CC1
#8 CC1CCCCN1CCCNC(=O)CN1C(=O)c2cccnc2Oc2ccccc21 (configuration not stated)
#9 O=C(c1ccccc1F)N1C[C@H]2[C@@H](c3ccccc31)[C@H](CO)N2C(=O)C1CCCC1
#10 COC(=O)c1ccc(Oc2c(Cl)cccc2[N+](=O)[O-])cc1
Assay by compound	6	7	8	9	10
RAD54 inh	13	.	.	-1	-2
S100A4 inh HTS	-1	0	-11	2	.
esBAF inh	-5	.	.	-6	-3
FN deposition inh	.	12	3	.	7
Xi reactivation	.	0.0	0.0	-0.1	0.1
E-selectin induc	.	.	.	0.4	1.9
EWS-Fli inh	-4	9	-9	-23	.
RAD52 anneal inh	-2	-21	-16	-2	.

#11 COc1ccc(S(=O)(=O)Nc2cccc3c2O[C@H](CN(C)C(=O)Nc2cccc4ccccc24)[C@H](C)CN([C@@H](C)CO)C3=O)cc1
#12 COCCOC(=O)/C(=C\c1cc(C(C)(C)C)c(O)c(C(C)(C)C)c1)C(C)=O
#13 O=C(CCN1C(=O)c2ccccc2S1(=O)=O)Nc1ccccc1
#14 Cc1ccc(C)n1C1CCS(=O)(=O)C1 (configuration not stated)
#15 CCCCNC(=O)c1onc(CSc2ccncc2)c1C(=O)NCCCC
Assay by compound	11	12	13	14	15
RAD54 inh	.	0	2	-5	-7
S100A4 inh HTS	.	-2	8	3	-1
esBAF inh	4	-4	.	-7	-3
FN deposition inh	-2	1	2	.	1
Xi reactivation	-1.0	0.0	0.0	.	-0.1
E-selectin induc	-3.2	.	-3.3	.	-0.2
EWS-Fli inh	4	-1	-10	.	10
RAD52 anneal inh	.	-11	-9	-27	4

#16 C[C@H](CO)N1C[C@H](C)[C@H](CN(C)C(=O)c2ccccn2)Oc2cc(C#Cc3ccccc3)ccc2S1(=O)=O
#17 COc1ccc2c(c1)[nH]c1c(=O)n(/N=C/C3C(C)C=C(C)CC3C)c(=O)[nH]c12 (configuration not stated)
#18 Cc1cc(NS(=O)(=O)c2ccc(N)cc2)no1
#19 C[C@@H]1CN([C@@H](C)CO)C(=O)c2cccc(NC(=O)c3nc4ccccc4s3)c2O[C@H]1CN(C)S(=O)(=O)c1cccs1
#20 CC(C)(C)N1C(=O)c2ccccc2NC(=O)C1C(=O)NCCc1ccccc1F (configuration not stated)
Assay by compound	16	17	18	19	20
RAD54 inh	1	.	-5	1	.
S100A4 inh HTS	4	-4	-5	-16	1
esBAF inh	8	.	-3	3	.
FN deposition inh	-9	15	-11	6	0
Xi reactivation	-0.9	0.1	-0.3	-1.1	0.2
E-selectin induc	0.3	.	0.2	1.5	0.0
EWS-Fli inh	14	13	8	2	2
RAD52 anneal inh	7	-4	5	-1	-7

(further entries)
Under each structure – RAD54 inh	S100A4 inh HTS	esBAF inh	FN deposition inh	Xi reactivation	E-selectin induc	EWS-Fli inh	RAD52 anneal inh
(21) COc1ccc(NC(=O)COc2ccc3oc(=O)cc(C)c3c2)cc1
    6	3	.	-6	0.7	0.0	1	-9
(22) COc1cccc(/C=C/C(=O)OCC(=O)NCCC2=CCCCC2)c1OC
    9	1	10	-5	-0.1	.	9	-10
(23) O=C(CNC(=O)c1cccs1)N/N=C/c1ccccc1[N+](=O)[O-]
    5	8	60*	5	-0.1	0.2	-89	-6
(24) CCC(=O)Nc1ccc2c(c1)OC[C@H](C)N(Cc1cccc(F)c1)C[C@@H](C)[C@H](OC)CN(C)C2=O
    -2	4	4	6	0.2	-0.1	1	19
(25) Cn1nc(C(=O)O)c(=O)n(C)c1=O
    -5	12	.	.	-0.1	0.2	-10	-14
(26) CCCS(=O)(=O)N1CCc2ccc(NC(=O)C3CCCO3)cc2C1 (configuration not stated)
    8	-1	3	10	0.1	.	-8	-14
(27) CCN(C(=O)COC(=O)C1CCN(S(=O)(=O)c2ccc(C)c(C)c2)CC1)C1CCS(=O)(=O)C1 (configuration not stated)
    .	-3	-8	-1	0.0	-0.2	1	-15
(28) NS(=O)(=O)c1ccc(N=Cc2ccc(Br)s2)cc1
    5	.	.	-1	0.0	-1.4	.	.
(29) COc1cc(SC)ccc1C(=O)NCCCOC(C)C
    -7	-5	7	.	.	.	-26	-11
(30) CC(C)CNC(=O)CC(=O)N/N=C/c1ccc(F)cc1
    -5	23	.	3	-0.1	.	2	1
(31) O=C(CSc1nnc(NC(=O)c2cc(Br)ccc2Cl)s1)NCC1CCCO1 (configuration not stated)
    0	-2	-2	7	0.0	0.4	.	-1
(32) CCOC(=O)C1=CCC2C(=O)N(Cc3ccccc3)C(=O)C12 (configuration not stated)
    -7	-3	6	9	0.0	-0.2	0	-12
(33) CC(C)Sc1cc(Cl)nc(NC(=O)Nc2ccccc2)n1
    -3	-30	11	-10	0.0	.	6	2
(34) CCCNC(=O)N(C)C[C@H]1Oc2cc(C3=CCCC3)ccc2S(=O)(=O)N([C@H](C)CO)C[C@@H]1C
    -23	-3	4	.	0.3	-0.1	-2	1
(35) Fc1ccc(CNC(=S)NC2CCCCCC2)cc1
    -13	-1	.	5	0.1	5.0	0	-4
(36) Cc1sc2c(c1C)CN(CCN1CCOCC1)CN2C(=O)c1ccccc1
    0	2	.	4	0.2	.	-64	-48
(37) COc1cccc(-c2cnc3c(c2)C(=O)N([C@@H](C)CO)C[C@@H](C)[C@@H](CN(C)Cc2cccnc2)O3)c1
    -1	-1	0	-3	-1.2	-0.3	1	-11
(38) O=C(O)c1ccccc1Sc1ccccc1S(=O)(=O)NC1CCCCC1
    -6	3	2	-4	0.2	-0.2	4	4
(39) COCC#Cc1cnc2c(c1)C(=O)N([C@@H](C)CO)C[C@H](C)[C@H](CN(C)C(=O)c1ccc(F)cc1)O2
    5	3	-1	20	-0.4	-0.1	4	-6
(40) CCOc1ccc(S(=O)(=O)Nc2ncn[nH]2)cc1
    5	-1	-6	-6	0.0	.	0	-23
(41) CC(C)N1CCc2c(sc(NC(=O)CCS(=O)(=O)c3ccccc3)c2C(N)=O)C1
    0	0	.	.	0.1	-1.3	.	-4
(42) COc1cccc(CNC(=O)Cn2cc3c(n2)CCCCC3)c1
    -2	-2	8	-15	0.2	-0.1	-6	-10
(43) CC(=O)Nc1ccc(C(=O)COC(=O)c2nc3nc(C)cc(C)n3n2)cc1
    -16	7	-4	-21	0.6	.	-4	-3
(44) C/C=C/c1ccc([C@H]2[C@@H](CO)N(c3ncc(CC)s3)[C@H]2C#N)cc1
    3	3	0	-5	0.8	-0.1	3	3
(45) COc1ccc(Nc2ncc(F)c(N3CCOCC3)n2)cc1
    .	-4	.	-3	0.0	.	3	-4
(46) CN1CCN(C2=Nc3c(Cl)cc(Cl)c4cccc2c34)CC1
    44	-5	-2	-5	-0.3	0.7	0	-49
(47) COc1ccc(-c2nnc(SCC(=O)NC3CC3)o2)c(OC)c1
    10	4	19	.	-0.1	0.6	-15	7
(48) COc1cc(/C=N/Nc2nc3ccccc3s2)cc([N+](=O)[O-])c1O
    -8	-4	.	7	0.1	0.2	-19	-1
(49) O=C(c1cc(-c2ccccc2Cl)nc2ccccc12)N1CCN(c2ccccn2)CC1
    -9	-1	-4	.	.	.	.	-16
(50) CCN1CCN(CC(=O)Nc2sc3c(c2C#N)CCC3)CC1
    .	-4	.	.	0.2	.	-3	0
(51) O=C(NNC1CC(=O)N(c2ccc(Cl)cc2)C1=O)c1ccccc1Cl (configuration not stated)
    .	0	.	9	0.0	-3.0	5	-16
(52) N#Cc1cccc(CN2CCC(=O)N([C@H](CO)c3ccccc3)CC2)c1
    8	-2	1	-5	0.0	-0.1	1	-9
(53) O=c1c2c(-c3ccc([N+](=O)[O-])cc3)ccnc2[nH]n1-c1ccccc1
    -16	1	0	5	0.2	.	2	-12
(54) CC(=O)NC(c1cccc(F)c1)c1nc(-c2ccoc2)cs1 (configuration not stated)
    -7	-3	-2	-10	0.0	0.0	-14	-17
(55) Clc1cccc(OCc2nc(-c3ccncc3)no2)c1
    .	0	.	-7	0.0	.	-60	-12

Sorted by number of heavy atoms (ascending): part of the list above
Under each structure – RAD54 inh	S100A4 inh HTS	esBAF inh	FN deposition inh	Xi reactivation	E-selectin induc	EWS-Fli inh	RAD52 anneal inh
(23) O=C(CNC(=O)c1cccs1)N/N=C/c1ccccc1[N+](=O)[O-]
    5	8	60*	5	-0.1	0.2	-89	-6
(16) C[C@H](CO)N1C[C@H](C)[C@H](CN(C)C(=O)c2ccccn2)Oc2cc(C#Cc3ccccc3)ccc2S1(=O)=O
    1	4	8	-9	-0.9	0.3	14	7
(19) C[C@@H]1CN([C@@H](C)CO)C(=O)c2cccc(NC(=O)c3nc4ccccc4s3)c2O[C@H]1CN(C)S(=O)(=O)c1cccs1
    1	-16	3	6	-1.1	1.5	2	-1

Full records, quoted from the list:
CC(=O)NC(c1cccc(F)c1)c1nc(-c2ccoc2)cs1 (configuration not stated) is entered as RAD54 inh = -7; S100A4 inh HTS = -3; esBAF inh = -2; FN deposition inh = -10; Xi reactivation = 0.0; E-selectin induc = 0.0; EWS-Fli inh = -14; RAD52 anneal inh = -17
Clc1cccc(OCc2nc(-c3ccncc3)no2)c1 is entered as RAD54 inh = .; S100A4 inh HTS = 0; esBAF inh = .; FN deposition inh = -7; Xi reactivation = 0.0; E-selectin induc = .; EWS-Fli inh = -60; RAD52 anneal inh = -12
COc1ccc(Nc2ncc(F)c(N3CCOCC3)n2)cc1 is entered as RAD54 inh = .; S100A4 inh HTS = -4; esBAF inh = .; FN deposition inh = -3; Xi reactivation = 0.0; E-selectin induc = .; EWS-Fli inh = 3; RAD52 anneal inh = -4
